From PubChem
HRas wt GTP: human HRas wildtype GTP binding, change in either direction. P01112. GST-Ras wt beads, Bodipy-FL-GTP binding, flow cytometry; actives lie on both sides. GTP binding activity, % at 10 µM. 0.14% of 190,000 active;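 active means GTP binding activity at least 20% away from the 100% baseline, either lowered as inhibitor or raised as activator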;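 further: 0% = unlabeled GTP competition control and 100% = no-compound control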
Bim-Bfl-1: human Bim-Bfl-1 interaction inhibition | 0.12% of 190,000 active | Bead-based flow cytometry, Bim-Bfl-1 binding inhibition | inhibition, % at 10 µM | AID 1008 | Q16548;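 further: 0% = wells without compound plus tracer and 100% = blocker peptide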
Cdc42 wt: human Cdc42 wildtype GTP binding change, either direction; P60953; GST-Cdc42 beads, Bodipy-GTP binding, flow cytometry; actives lie on both sides; percent activity (GTP binding), % at 10 µM; 0.2% of 190,000 active; AID 761;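 active means percent activity GTP binding at least 20 points away from the 100% baseline, either down as inhibitor or up as activator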;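 further: median bead fluorescence of bound Bodipy-FL-GTP at 100 nM; 0% = excess unlabeled GTP control and 100% = no compound control; below 100% means less GTP binding so inhibitor and above means activator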
Target sequence (P60953 whole entry, looked up): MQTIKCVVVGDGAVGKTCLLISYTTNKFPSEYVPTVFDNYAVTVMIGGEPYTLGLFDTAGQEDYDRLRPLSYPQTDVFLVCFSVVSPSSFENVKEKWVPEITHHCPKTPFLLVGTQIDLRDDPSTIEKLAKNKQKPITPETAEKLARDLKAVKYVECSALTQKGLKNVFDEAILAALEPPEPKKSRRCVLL
Rac1 act GTP bind: alters GTP binding to activated mutant human Rac1 | P63000 | 0.11% of 190,000 active | AID 764 | percent activity (GTP binding), % at 10 µM | GST-Rac1 activated beads, fluorescent GTP binding, flow cytometry; actives lie on both sides; 100% means binding = to untreated wells;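 active means GTP binding at least 20 percentage points away from the 100% baseline, in either direction, so actives lie on both sides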
Bim-Bcl-B: inhibitors of Bim-Bcl-B interaction, human; Q9HD36; bead-based flow cytometry, Bim peptide-Bcl-B binding; inhibition, % at 10 µM; 0.073% of 190,000 active;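 further: 0% = tracer peptide without compound and 100% = reference inhibitor peptide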
Target sequence (Q9HD36 whole entry, looked up): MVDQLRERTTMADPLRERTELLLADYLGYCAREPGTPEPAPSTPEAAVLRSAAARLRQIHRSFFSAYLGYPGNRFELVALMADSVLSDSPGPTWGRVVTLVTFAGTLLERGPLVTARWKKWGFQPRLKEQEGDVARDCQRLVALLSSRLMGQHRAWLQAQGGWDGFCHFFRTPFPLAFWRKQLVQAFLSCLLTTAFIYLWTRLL
Bim-Bcl-XL: inhibitors of Bim-Bcl-XL interaction, human. Bim peptide-Bcl-XL binding, bead flow cytometry, fluorescence. Q07817. inhibition, % at 10 µM. 0.04% of 190,000 active
Target sequence (Q07817 whole entry, looked up): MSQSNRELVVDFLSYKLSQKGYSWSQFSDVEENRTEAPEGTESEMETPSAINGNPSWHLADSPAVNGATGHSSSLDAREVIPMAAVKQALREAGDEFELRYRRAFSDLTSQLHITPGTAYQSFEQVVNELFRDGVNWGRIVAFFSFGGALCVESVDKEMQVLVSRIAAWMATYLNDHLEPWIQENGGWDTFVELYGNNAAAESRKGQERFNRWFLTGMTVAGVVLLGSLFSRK
Bim-Bcl-2: inhibitors of Bim-Bcl-2 interaction, human | P10415 | Bead-based flow cytometry, Bim peptide-Bcl-2 binding | inhibition, % at 10 µM | 0.06% of 190,000 active; in the data active means inhibition above about 40%;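 further: 0% = no compound wells with probe peptide and 100% = reference peptide inhibitor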
Target sequence (P10415 whole entry, looked up): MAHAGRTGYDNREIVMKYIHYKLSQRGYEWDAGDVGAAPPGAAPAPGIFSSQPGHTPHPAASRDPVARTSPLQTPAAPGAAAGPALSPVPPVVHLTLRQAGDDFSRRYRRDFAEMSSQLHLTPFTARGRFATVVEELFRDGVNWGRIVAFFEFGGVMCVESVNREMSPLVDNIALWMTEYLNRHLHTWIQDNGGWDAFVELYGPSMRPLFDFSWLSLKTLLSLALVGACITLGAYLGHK
Bcl-W Bim block: inhibitors of Bim-Bcl-W interaction, human. Q92843. bead-based flow cytometry, Bim peptide-Bcl-W binding. inhibition, % at 10 µM. 0.02% of 190,000 active. AID 952;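 further: 0% = bound tracer without compound and 100% = peptide blocker; higher means less fluorescent Bim peptide bound to Bcl-W beads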
Target sequence (Q92843 whole entry, looked up): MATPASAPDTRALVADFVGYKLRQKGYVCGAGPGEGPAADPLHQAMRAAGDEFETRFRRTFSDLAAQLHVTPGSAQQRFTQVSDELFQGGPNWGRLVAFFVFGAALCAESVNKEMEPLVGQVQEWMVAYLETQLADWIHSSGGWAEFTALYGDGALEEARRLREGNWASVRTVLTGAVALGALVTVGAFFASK
Rab2A wt mod: changes GTP binding to wildtype dog Rab2A, up or down | GST-Rab2 wt beads, Bodipy-GTP binding, flow cytometry | P61105 | 0.19% of 190,000 active | AID 760 | GTP binding activity, % at 10 µM;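 active means GTP binding activity at least 20 points away from 100%, either lowered or raised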;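 further: 0% = beads with excess unlabeled GTP and 100% = no-compound control corrected for plate trend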
Rac1 wt modul: modulators of human Rac1 wildtype GTP binding. P63000. GST-Rac1 beads, fluorescent GTP binding, flow cytometry; actives lie on both sides; 0 = cold GTP competed, 100 = untreated. GTP binding activity (% of control), % at 10 µM. 0.27% of 190,000 active;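 active means GTP binding activity at least 20 points away from the 100% control level, either lower or higher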
Rab7 wt modul: alters GTP binding to wildtype dog Rab7; AID 758; GST-Rab7 beads, fluorescent GTP binding, flow cytometry; actives lie on both sides; untreated = 100%, excess cold GTP = 0%; GTP binding activity (percent of control), % at 10 µM; 0.055% of 190,000 active;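 active means fluorescent GTP binding to Rab7 beads changed by at least 20 points from the 100% baseline, either direction, mostly lower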;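 further: median green fluorescence of bound Bodipy-FL-GTP per Rab7 bead population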
An asterisk follows results filed as active. Unless noted, no stated cut-off is given here; in the data, active means inhibition above about 40%.

SMILES | HRas wt GTP | Bim-Bfl-1 | Cdc42 wt | Rac1 act GTP bind | Bim-Bcl-B | Bim-Bcl-XL | Bim-Bcl-2 | Bcl-W Bim block | Rab2A wt mod | Rac1 wt modul | Rab7 wt modul
CCN(CC)CC(=O)N1N=C(c2cccs2)CC1c1ccco1 (stereo not given) | 103 | 0 | 104 | 98 | 0 | 0 | 2 | -2 | 103 | 105 | 103
Cc1ccc(NC(=O)C2CC(=O)N/C(=N/N=C/c3ccco3)S2)cc1C (stereo not given) | 96 | -9 | 99 | 94 | -9 | -8 | -6 | -6 | 95 | 100 | 100
CN(C(=O)c1ccccc1)c1ccc(OCC(=O)NC2CCS(=O)(=O)C2)cc1 (stereo not given) | 101 | -15 | 104 | 102 | -5 | -5 | -11 | 0 | 100 | 105 | 98
Cc1ccc(NC(=O)CN2CCN(S(=O)(=O)c3cccs3)CC2)cc1S(=O)(=O)N(C)C | 95 | -1 | 96 | 96 | -3 | -1 | -6 | 0 | 95 | 101 | 93
O=C1N(CC(=O)N2CCc3ccccc32)CCN1Cc1ccccc1Cl | 95 | -13 | 94 | 93 | -11 | 9 | -7 | -1 | 95 | 94 | 96
O=[N+]([O-])c1ccc(/C=N/Nc2nc(N3CCCCCC3)nc(N3CCCCCC3)n2)o1 | 95 | 7 | 91 | 93 | -22 | -2 | 23 | -6 | 94 | 99 | 96
CCc1nn(C(C)C(=O)NC(C)CCc2ccco2)c(=O)c2cc3occc3n12 (stereo not given) | 100 | 2 | 99 | 98 | 1 | 4 | 1 | 0 | 101 | 101 | 101
CCc1ccc(/C=N/NC(=O)C(=O)NCCCN2CCOCC2)cc1 | 97 | -1 | 102 | 101 | -3 | -2 | -2 | 0 | 100 | 104 | 97
Cc1ccccc1OCC(=O)OCC(=O)c1ccc(-c2ccccc2)cc1 | 101 | -12 | 102 | 100 | -6 | -6 | -3 | -4 | 100 | 103 | 99
Cc1csc(OCC(=O)Nc2ccc(C)c(C)c2)n1 | 95 | 6 | 95 | 97 | 3 | 8 | 2 | 4 | 96 | 95 | 100
CCOC(=O)c1cc(-c2ccc(Cl)s2)nc2c1c(C)nn2C | 104 | 0 | 105 | 102 | -4 | -3 | -2 | -1 | 106 | 103 | 110
CCCCOC(=O)CSCC(=O)Nc1cc(C)on1 | 100 | -2 | 104 | 99 | -4 | -3 | 0 | -5 | 100 | 107 | 103
CCn1c(Cc2ccccc2)nnc1SCC(=O)Nc1ccc(C)cc1 | 101 | 0 | 100 | 98 | 1 | -2 | -3 | 0 | 99 | 104 | 101
CCN(CC(=O)Nc1ccc(C(C)=O)cc1)CC(=O)Nc1cccc(OC)c1 | 99 | -5 | 96 | 96 | 0 | 1 | -6 | 1 | 99 | 102 | 107
CC(C)[C@H](NC(=O)[C@H](CCCN=C(N)N)NC(=O)NC(Cc1ccccc1)C(=O)O)C(=O)NC(C=O)CCCN=C(N)N (stereo not given in full) | 101 | -2 | 108 | 103 | -2 | -2 | 1 | 1 | 102 | 105 | 94

In the list so far, two contain a Cl atom:
SMILES | HRas wt GTP | Bim-Bfl-1 | Cdc42 wt | Rac1 act GTP bind | Bim-Bcl-B | Bim-Bcl-XL | Bim-Bcl-2 | Bcl-W Bim block | Rab2A wt mod | Rac1 wt modul | Rab7 wt modul
O=C1N(CC(=O)N2CCc3ccccc32)CCN1Cc1ccccc1Cl | 95 | -13 | 94 | 93 | -11 | 9 | -7 | -1 | 95 | 94 | 96
CCOC(=O)c1cc(-c2ccc(Cl)s2)nc2c1c(C)nn2C | 104 | 0 | 105 | 102 | -4 | -3 | -2 | -1 | 106 | 103 | 110

(more compounds)
SMILES | HRas wt GTP | Bim-Bfl-1 | Cdc42 wt | Rac1 act GTP bind | Bim-Bcl-B | Bim-Bcl-XL | Bim-Bcl-2 | Bcl-W Bim block | Rab2A wt mod | Rac1 wt modul | Rab7 wt modul
O=C1NCCN1C(=O)c1ccccc1F | 99 | -18 | 101 | 97 | -7 | -6 | -12 | -1 | 98 | 105 | 102
C=CCc1cccc(/C=C/c2cc(=O)c3ccccc3[nH]2)c1O | 102 | 9 | 102 | 102 | 0 | -1 | -3 | 1 | 102 | 102 | 100
O=C(NCCc1ccccc1)N1CCCC(CNS(=O)(=O)Cc2ccccc2)C1 (stereo not given) | 98 | -7 | 101 | 98 | -2 | -1 | -5 | -2 | 97 | 100 | 96
CN1C(=O)NC(NC(=O)c2ccncc2)(C(F)(F)F)C1=O (stereo not given) | 101 | -14 | 101 | 97 | -7 | -2 | -8 | 4 | 100 | 101 | 99
CCCN1C(=O)SC(CC(=O)Nc2ccc(Br)cc2)C1=O (stereo not given) | 98 | -2 | 100 | 99 | -3 | 0 | -2 | 2 | 98 | 100 | 97
CCS(=O)(=O)c1ccc2oc(SCC(=O)NC3CCCC(C)C3C)nc2c1 (stereo not given) | 102 | 0 | 102 | 100 | -1 | -2 | -2 | -1 | 100 | 104 | 99
O=C(NC(=S)Nc1cccc2ncccc12)c1ccccc1 | 97 | -7 | 94 | 94 | -3 | -3 | -7 | 0 | 96 | 96 | 93
CSc1ccccc1NC(=O)Nc1cccc(Cl)c1 | 100 | -4 | 99 | 98 | -3 | -4 | -2 | -1 | 99 | 100 | 99
O=c1c(-c2ccccc2)c[nH]n1-c1cccc([N+](=O)[O-])c1 | 94 | -1 | 91 | 93 | 0 | 0 | 0 | 0 | 94 | 92 | 100
Cc1ccccc1[C@@H]1C(C#N)=C(N)S[C@H]1C(=O)c1ccccc1 | 102 | -11 | 106 | 104 | -19 | -10 | -14 | 1 | 101 | 104 | 98
CC1CCCCC1n1c(=S)[nH]c2ccccc2c1=O (stereo not given) | 98 | -6 | 98 | 97 | -7 | -10 | -12 | -5 | 99 | 103 | 101
O=C(C1CCC(=O)N1Cc1cccs1)N1CCOCC1 (stereo not given) | 98 | -3 | 99 | 95 | -1 | -2 | -3 | 1 | 99 | 97 | 103
CC(C)C(NC(=O)CN(c1cccc(F)c1)S(C)(=O)=O)C(C)C | 99 | 0 | 104 | 97 | 1 | 1 | 6 | 0 | 100 | 103 | 99
NC(=S)N/N=C/c1cc([N+](=O)[O-])ccc1OCCOc1ccccc1 | 98 | 0 | 99 | 99 | -1 | -1 | -1 | -1 | 97 | 98 | 98
Cc1sc(NC(=O)CSc2nnnn2C2CCCCC2)c(C#N)c1C | 93 | 0 | 91 | 91 | -2 | -5 | 1 | -3 | 91 | 93 | 91
CCCS(=O)(=O)N1CCC(C(=O)NCc2cccnc2)CC1 | 102 | -9 | 100 | 98 | -1 | 6 | -4 | 0 | 99 | 102 | 100
COc1nc(N)c(S(=O)(=O)c2ccc(C)cc2)cc1C#N | 92 | 0 | 92 | 96 | 1 | 0 | 1 | 0 | 92 | 91 | 91
Cc1nnc(SCC(=O)N(C(C)C)C(C)C)[nH]c1=O | 98 | 8 | 100 | 97 | 3 | 7 | 6 | 4 | 97 | 99 | 94
COc1ccc(-n2ncc3c(=O)n(CC(=O)N4CCCc5ccccc54)cnc32)cc1 | 97 | -3 | 95 | 95 | -2 | 6 | -4 | 2 | 94 | 97 | 96
CCc1nnc(NC(=O)CCN(c2cc(C)cc(C)c2)S(=O)(=O)c2ccc(Cl)cc2)s1 | 100 | -9 | 100 | 99 | -8 | -7 | -6 | -4 | 100 | 104 | 99
COC(=O)c1c(NC(=O)CCC(=O)O)sc2c1CCCCC2 | 98 | -12 | 97 | 98 | -24 | -11 | -4 | -7 | 97 | 98 | 99
CCc1nn(CC(=O)Nc2cc(C)ccc2C)c(=N)s1 | 97 | -9 | 96 | 96 | -8 | 0 | -6 | -1 | 99 | 96 | 102
O=C(CCl)N1CCN2C(=O)c3ccccc3C12c1ccc(Cl)cc1 (stereo not given) | 95 | -5 | 95 | 91 | -6 | 1 | 2 | 0 | 96 | 95 | 98
CCCc1nc(NCc2ccncc2)c2nnn(Cc3ccccc3F)c2n1 | 91 | -6 | 87 | 94 | 0 | -1 | 0 | 4 | 95 | 86 | 98
CC(C)CCn1cnc2c(NCc3ccccc3)ncnc21 | 100 | -1 | 97 | 97 | 0 | -2 | 0 | 0 | 99 | 102 | 103
O=C(CN1CCC(n2nnc3cc(F)ccc32)CC1)NC1CC1 | 99 | -14 | 97 | 99 | -3 | 0 | -11 | 1 | 97 | 98 | 97
COc1cc(/C=C2/NC(=O)NC2=O)cc(Br)c1OCc1cccc(C(=O)O)c1 | 93 | -3 | 89 | 90 | 3 | 0 | 2 | 2 | 90 | 89 | 98
CS(=O)(=O)N1CCN(c2ncnc3c2cnn3-c2ccccc2)CC1 | 101 | -5 | 97 | 98 | 0 | -1 | 0 | 2 | 99 | 101 | 101
Cc1cc(S(=O)(=O)n2cnc3ccccc32)c(C)cc1Cl | 98 | -11 | 96 | 97 | -4 | -7 | -7 | 0 | 97 | 100 | 96
CCC(C(=O)NC1CCCC1)N(C(=O)Cn1nnc(-c2ccc(C)cc2)n1)C1CCCC1 (stereo not given) | 100 | 1 | 98 | 98 | -8 | -5 | 20 | -4 | 100 | 100 | 100

Some values from the entries so far:
Under Rac1 wt modul, O=C(CCl)N1CCN2C(=O)c3ccccc3C12c1ccc(Cl)cc1 (stereo not given) is entered as 95
Under Cdc42 wt, COC(=O)c1c(NC(=O)CCC(=O)O)sc2c1CCCCC2 is entered as 97

Additional entries
SMILES | HRas wt GTP | Bim-Bfl-1 | Cdc42 wt | Rac1 act GTP bind | Bim-Bcl-B | Bim-Bcl-XL | Bim-Bcl-2 | Bcl-W Bim block | Rab2A wt mod | Rac1 wt modul | Rab7 wt modul
COc1cc(SC)ccc1C(=O)OCC(=O)NC1CC1 | 98 | -3 | 100 | 99 | -1 | 0 | 0 | 0 | 97 | 101 | 102
Cc1cc(N2CCN(C3CCCCC3)CC2)n2nc(C)nc2n1 | 101 | -3 | 104 | 99 | -7 | -4 | -3 | -3 | 96 | 101 | 101
C#CCSc1nc2[nH]ncc2c(=O)[nH]1 | 98 | -3 | 100 | 96 | -3 | -2 | -2 | -1 | 96 | 98 | 96
Cc1nn(C)cc1CNC(=O)c1ccc(Br)o1 | 96 | 21 | 95 | 96 | 9 | 7 | 12 | 2 | 96 | 101 | 98
C/C(=N/NC(=O)c1cccc(C)c1)c1c(O)cc(C)oc1=O | 101 | 1 | 101 | 102 | -3 | -4 | 5 | 0 | 102 | 103 | 97
CC1=Nc2cc(C(=O)O)ccc2Sc2ccc(C)cc21 | 96 | -1 | 97 | 97 | 0 | -2 | -2 | -2 | 97 | 97 | 98
C=CCNC(=O)c1cc(Cl)ccn1 | 97 | -3 | 98 | 94 | -3 | -3 | -1 | -1 | 98 | 100 | 101
Cc1c(C#N)c2ncn(Cc3ccccc3)c(=O)c2n1-c1ccccc1 | 104 | -4 | 106 | 103 | -2 | 0 | -3 | 1 | 102 | 112 | 104
C/C(N)=C(/C#N)C(=O)CSc1nnc(-c2ccccc2Br)o1 | 100 | -15 | 103 | 99 | -8 | -2 | -12 | 0 | 102 | 104 | 103
Cc1ccc(C)c(-n2nnnc2SCC(=O)NCCC2=CCCCC2)c1 | 99 | -20 | 98 | 94 | -10 | -11 | -11 | -2 | 99 | 103 | 102
O=C(O)c1cc(-c2ccc(/C=N/N3C(=O)C4C5C=CC(C6CC56)C4C3=O)o2)ccc1Cl (stereo not given) | 90 | -5 | 89 | 90 | -2 | -2 | -2 | -4 | 92 | 89 | 91
Cn1cccc1CC(=O)N/N=C\c1cccs1 | 99 | -3 | 101 | 91 | -4 | -6 | 0 | -4 | 98 | 98 | 99
